LGR2 antag: inhibitors of bursicon-induced Drosophila LGR2 receptor cAMP signaling. AID 720647. HEK293 LGR2, CRE-luciferase, bursicon-stimulated, 4 h. inhibition, % at 9.99 µM. 380,000 compounds, 0.35% hits;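 active = drop in luminescence signal, shown as inhibition above about 50% in the replicate tests, limit read from the data, passing the limit was not always enough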;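 note: agonist challenge used bursicon conditioned medium at about half maximal strength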
ERAP1 inh: blocks human ERAP1 aminopeptidase activity | Q9NZ08 | recombinant ERAP1, Leu-AMC fluorescence, 60 min | inhibition, % at 10.7 µM | 340,000 compounds, 0.15% hits | AID 652197;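 active = mean replicate inhibition of at least 30%, or all replicates individually reaching that 30% level; inactive = mean below 30% and not every replicate reaching it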;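 note: 0% = neutral control wells and 100% = L-leucinethiol positive control wells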
Target sequence (Q9NZ08 whole entry, looked up): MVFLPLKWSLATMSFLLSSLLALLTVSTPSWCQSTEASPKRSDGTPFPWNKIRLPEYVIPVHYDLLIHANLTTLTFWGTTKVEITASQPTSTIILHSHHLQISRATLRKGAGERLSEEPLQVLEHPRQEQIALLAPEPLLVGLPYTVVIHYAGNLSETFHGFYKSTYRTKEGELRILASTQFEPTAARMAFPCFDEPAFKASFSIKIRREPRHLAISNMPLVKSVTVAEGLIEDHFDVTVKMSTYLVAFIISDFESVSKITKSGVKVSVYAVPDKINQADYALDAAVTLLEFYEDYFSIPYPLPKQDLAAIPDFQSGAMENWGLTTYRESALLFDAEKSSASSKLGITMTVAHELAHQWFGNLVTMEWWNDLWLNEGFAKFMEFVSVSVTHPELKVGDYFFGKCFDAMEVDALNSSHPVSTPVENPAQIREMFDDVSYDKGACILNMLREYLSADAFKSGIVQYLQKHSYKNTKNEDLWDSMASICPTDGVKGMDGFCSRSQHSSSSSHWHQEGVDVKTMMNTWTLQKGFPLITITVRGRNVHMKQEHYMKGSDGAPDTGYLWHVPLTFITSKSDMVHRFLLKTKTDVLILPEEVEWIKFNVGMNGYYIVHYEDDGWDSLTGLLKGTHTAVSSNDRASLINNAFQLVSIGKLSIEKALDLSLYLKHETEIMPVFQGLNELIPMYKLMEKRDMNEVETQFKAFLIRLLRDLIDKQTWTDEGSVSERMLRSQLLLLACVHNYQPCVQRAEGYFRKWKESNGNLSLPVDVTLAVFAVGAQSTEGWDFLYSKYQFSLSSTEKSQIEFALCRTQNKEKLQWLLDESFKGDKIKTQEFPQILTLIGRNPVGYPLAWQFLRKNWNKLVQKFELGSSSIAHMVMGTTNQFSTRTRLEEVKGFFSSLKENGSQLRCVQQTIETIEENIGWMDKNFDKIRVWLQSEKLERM
Xi reactivation: reactivates the inactive X chromosome in mouse fibroblasts. activation, % at 7.58 µM. 360,000 compounds, 0.055% hits. XiGFP mouse fibroblasts, % GFP-positive cells imaging, 3 d; cells co-treated with 5-aza-dC sensitizer; scaled so ellipticine positive control = 100%. AID 743238;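 active = mean normalized replicate activation at least 10% and every replicate at or above 10%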;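 note: 0% = median of on-plate neutral control wells and 100% = ellipticine 6 µM median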
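Material: SV40-immortalized XiGFP fibroblast cells, line 68-5-11 | Buffer or medium: DMEM containing 5-aza-dC | Dosing: One concentration, pinned | Times: 3 d treatment, 15 min room-temperature fixation | Controls: Ellipticine 6 µM positive control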
SIRT5 inh: sirtuin-5 (human) deacylase inhibition; inhibition, % at 15 µM; Q9NXA8; 330,000 compounds, 1.1% hits; Purified SirT5, succinyl-peptide AMC, trypsin-coupled fluorescence; in the data active = inhibition above about 15%
Statin myotox sup: suppressors of simvastatin-induced myotoxicity in C2C12 myotubes | ATP luminescence, 48 h; scaled: DMSO 0, geranylgeraniol control 100 | rescue of ATP level, % at 7.49 µM | 330,000 compounds, 0.78% hits;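 active = mean ATP rescue above about 67%, or every replicate alone reaching that limit, limit read from the data, passing the limit was not always enough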;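 note: myotubes were challenged with 10 µM simvastatin during compound exposure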
Cneo AK release: causes C. neoformans cell lysis; adenylate kinase release luminescence, 4 h; normalised: neutral wells 0, clomiphene wells 100; lysis activity, % at 15 µM; 360,000 compounds, 0.2% hits; AID 651654;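 active = mean lysis activity across replicates of at least 80%, whatever share of replicates individually reach that level; inactive = mean lysis activity below 80%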
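Test system: log-phase Cryptococcus neoformans yeast cells; Quantity: yeast cell density of 5 × 10^6 cells/mL; Buffer or medium: YPD; Doses: single compound concentration per well; Timing: 4 h at 37 °C static, read 1 h later; Measured by: AK luminescence; Read-out basis: lysis from increased AK signal; Control set: Clomiphene as positive control.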
PGC1a acetyl inh: lowers PGC1a acetylation signal in U2OS cells | AID 651687 | inhibition, % at 15.6 µM | 350,000 compounds, 0.17% hits | AlphaScreen anti-acetyl-lysine; with virally co-expressed GCN5 acetyltransferase;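 active = every replicate shows inhibition of at least 40%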;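 note: 0% = neutral control wells and 100% = positive control wells; some results beyond the cut were filed as inactive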
S100A4 MyoIIA: blocks human S100A4 binding to myosin IIA peptide. AID 652163. S100A4/TAMRA-MyoIIA peptide fluorescence polarization. inhibition, % at 10.7 µM. 360,000 compounds, 0.14% hits. P26447;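 active = mean inhibition of at least 70% across replicates, with every replicate also reaching that level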
Target sequence (P26447 whole entry, looked up): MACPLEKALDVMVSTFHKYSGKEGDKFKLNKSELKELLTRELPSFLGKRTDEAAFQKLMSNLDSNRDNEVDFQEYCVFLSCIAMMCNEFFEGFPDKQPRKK
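incubation = readout 5 min after mixing, signal stable up to 60 min | system = S100A4 monomer protein | buffer or medium = HEPES pH 7.2 with CaCl2, KCl, NaCl, DTT, Triton | benchmarks = neutral control DMSO, positive control TFP | also added = fluorescent myosin IIA peptide, 5 nM | compound dosing = one concentration per compound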
Active calls of the source: *; x = no result given; & = joins results of further samples.

The opening 2 records, ahead of the listing:
Molecule	LGR2 antag	ERAP1 inh	Xi reactivation	SIRT5 inh	Statin myotox sup	Cneo AK release	PGC1a acetyl inh	S100A4 MyoIIA
COc1ccc(Cl)cc1NC(=O)CSc1nnc(Cn2c(=O)sc3ccccc32)n1C	0	x	0.4	x	5	0	2	-2
Cc1ccc2cccc(S(=O)(=O)n3nc(C)cc3C)c2n1	26	x	x	x	8	-2	-3	x

Main list (from the top)
Molecule	LGR2 antag	ERAP1 inh	Xi reactivation	SIRT5 inh	Statin myotox sup	Cneo AK release	PGC1a acetyl inh	S100A4 MyoIIA
COc1ccc(Cl)cc1NC(=O)CSc1nnc(Cn2c(=O)sc3ccccc32)n1C	0	x	0.4	x	5	0	2	-2
Cc1ccc2cccc(S(=O)(=O)n3nc(C)cc3C)c2n1	26	x	x	x	8	-2	-3	x
CC(=O)Nc1ccc2c(c1)C(=O)N(C)[C@@H]1CC[C@H](CC(=O)NCc3ccccc3)O[C@H]1CO2	8	-1	0.3	-6	0	-1	1	-3
CCc1ccc(NC(=O)COC(=O)CC2CCCC2)cc1	6	-1	0.3	-1	x	x	x	2
Cc1ccc(C(=O)Nc2ccc3c(c2)C(=O)N(C)C3=O)c(C)c1	-45	4	0.0	-6	-1	-1	-7	42
CCOc1ccccc1N1CCN(C(=O)CCNS(=O)(=O)c2ccccc2F)CC1	-7	-3	0.0	-4	4	-5	-1	-6
CCOc1ccc(OCC)c(NC(=O)C2CCCN(C(=O)c3ccc(Cl)cc3)C2)c1 (stereo not drawn)	31	-2	0.3	-8	0	-1	x	7
COCCNC(=O)C[C@@H]1C[C@H]2c3cc(NC(=O)Nc4ccc(OC)cc4)ccc3O[C@H]2[C@H](CO)O1	-26	0	0.5	1	-3	-4	-3	2
CCOC(=O)C1CCN(C(=O)c2cc3cc(C)ccc3[nH]2)CC1	-42	3	0.1	-3	12	-3	-12	-2
O=C1CNC(=S)N1c1nc2ccccc2s1	-18	1	0.6	-1	x	-1	7	0
CC(O)CN(CC(C)O)c1ccc2c(c1)Cc1cc([N+](=O)[O-])ccc1-2 (stereo not drawn)	-40	-1	29*	x	-4	-1	-3	-20
Nc1cc(C(=O)OCC(=O)NCCNC(=O)COC(=O)c2ccc(Cl)c(N)c2)ccc1Cl	-7	-1	0.1	-2	-68	8	11	15
Cc1ccc(S(=O)(=O)Nc2ccc3c(c2)CC(=O)N([C@@H](C)CO)C[C@H](C)[C@@H](CN(C)C(=O)NC2CCCCC2)O3)cc1	4	1	-0.8	-4	21	-2	3	0
COc1ccccc1NS(=O)(=O)c1cccc(NC(=O)Cc2cccs2)c1	-13	-1	-0.1	0	x	1	x	7
C=CCNC(=O)c1cc(-c2ccncc2)nc2c(C)cc(C)cc12	0	-1	0.0	-3	x	-5	-7	3
O=C(c1cnn(C(=O)CN2CCCC2=O)c1)c1ccccc1O	15	0	0.3	1	-1	0	x	-1
CCN(CC(=O)Nc1ccccc1C(F)(F)F)CC(=O)NC1CC1	3	-2	0.0	0	1	0	3	-15
CCOc1cccc2cc(C(=O)N3CCOCC3)c(=O)oc12	7	1	0.0	-5	6	3	-4	-2
Cc1ccc2c(C(=O)CNc3nncs3)c(C)[nH]c2c1	-21	1	0.4	-4	x	x	x	-4
COCC(=O)Nc1ccc2c(c1)C(=O)N(C)C[C@@H](OC)[C@@H](C)CN(C(=O)C1CCCC1)[C@@H](C)CO2	-18	-3	0.1	9	-21	-2	3	-1
O=C(Nc1ccc(F)cc1F)N1CCCCCC1	5	-3	0.0	-3	-5	-4	x	-10
Cc1cc(OCC(=O)Nc2ccccc2C)no1	-4	1	0.6	0	1	0	0	-2
O=C(C[C@@H]1C=C[C@@H](NC(=O)Nc2cccc(F)c2)[C@H](CO)O1)NCC1CCCCC1	9	4	1.0	1	-4	38	-2	4
COc1ccc2c3c(n(C)c2c1)[C@@H](CO)N(C(=O)c1cccnc1)CC31CCN(C(=O)c2cccnc2)CC1	-10	x	0.0	x	x	x	-4	8
CO[C@@H]1CN(C)C(=O)c2ccc(NC(=O)Nc3cccc(F)c3)cc2OC[C@@H](C)N(C(=O)Nc2c(C)noc2C)C[C@@H]1C	21	1	0.2	14	x	x	-1	5
CC=Cc1ccc2n(c1=O)C[C@@H]1[C@@H](CO)[C@H](C(=O)NCc3ccccc3F)N(CC)[C@H]21 (mixture of isomers)	16	-1	0.0	16*	19	-4	x	-8
COCCN(CCOC)S(=O)(=O)c1ccc(C(=O)Nc2nnc(COC)o2)cc1	4	19	0.0	-7	2	x	-8	2
CN1c2ccc(-c3ccccc3F)cc2[C@H]2[C@H](CCN2C(=O)Nc2cc(F)ccc2F)[C@H]1CO	29	x	0.0	x	35	-11	13	x
COc1ccc(OC)c(Nc2nc(-c3sc(NC(=O)C(C)(C)C)nc3C)cs2)c1	-6	-2	0.0	x	-23	0	-10	-5
CN(C)S(=O)(=O)N1CCN(CC(=O)Nc2ccc(F)cc2)CC1	5	3	0.2	x	-5	1	-7	0

Compound profiles, from the list above. Screens in order: LGR2 antag, ERAP1 inh, Xi reactivation, SIRT5 inh, Statin myotox sup, Cneo AK release, PGC1a acetyl inh, S100A4 MyoIIA
Cc1ccc(C(=O)Nc2ccc3c(c2)C(=O)N(C)C3=O)c(C)c1 is listed as -45, 4, 0.0, -6, -1, -1, -7, 42
O=C(c1cnn(C(=O)CN2CCCC2=O)c1)c1ccccc1O is listed as 15, 0, 0.3, 1, -1, 0, x, -1

(continued)
SMILES	LGR2 antag	ERAP1 inh	Xi reactivation	SIRT5 inh	Statin myotox sup	Cneo AK release	PGC1a acetyl inh	S100A4 MyoIIA
O=[N+]([O-])c1ccc(NCCCN2CCOCC2)c(Cl)c1	-21	x	x	x	-25	0	-6	x
COCCN(C(=O)COC(=O)/C=C/c1ccco1)c1c(N)n(Cc2ccccc2)c(=O)[nH]c1=O	20	1	0.2	-3	x	2	x	-3
O=C(CN1C(=O)NC2(CCCC2)C1=O)N1CCN(c2cccc(C(F)(F)F)c2)CC1	7	3	0.2	-6	x	x	x	8
CCCc1c(C(=O)N/N=C/c2cccs2)nnn1-c1nonc1N	-12	0	0.0	1	-4	1	2	8
O=C(CCC(=O)N(CC(=O)NC1CCCC1)Cc1cccs1)Nc1nccs1	1	-3	0.7	-1	-11	-2	x	8
CN(C)/C=C(\c1cnc(Cl)s1)S(=O)(=O)c1ccccc1	-6	2	0.0	-2	x	x	-10	9
COCC(=O)N1C[C@H](C)[C@@H](OC)CN(C)C(=O)c2cc(NC(=O)Nc3cccc(F)c3)ccc2OC[C@@H]1C	-1	-1	0.3	3	x	x	14	10
Cc1ccccc1NCc1ccc(O)c2ncccc12	14	2	x	-4	-216	0	27	0
OCC(O)C(O)C(O)C(O)C1NCCS1 (stereo not drawn)	10	-3	x	x	9	1	8	1
Cn1c(Cn2c(=O)sc3ccccc32)nnc1SCC(=O)N1CCN(c2ccccc2)CC1	32	x	0.3	x	-14	0	5	-4
CS(=O)(=O)c1ccc(C(=O)OCC(=O)Nc2cccnc2Cl)cc1[N+](=O)[O-]	8	1	x	-4	3	0	x	-1
CC(C)CNC(=S)N(CCO)Cc1cc2cc3c(cc2[nH]c1=O)OCO3	-2	2	0.0	-9	-1	-2	-7	-4
C/C=C/c1cnc2c(c1)C(=O)N([C@@H](C)CO)C[C@@H](C)[C@@H](CN(C)C(=O)Cc1cccnc1)O2	11	-3	-0.5	-1	-5	-1	5	4
CC1COc2ccccc2N1C(=O)c1ccc(Cl)nc1 (stereo not drawn)	x	0	0.0	-1	x	x	x	3
C[C@H](O)Cc1cn(-c2cc3cc(C#Cc4ccsc4)ccc3oc2=O)nn1	7	3	-0.1	x	-3	-1	6	-2
O=C(Nc1ccccc1SCC1CSc2nc3ccccc3c(=O)n21)c1cccc(Cl)c1 (stereo not drawn)	16	x	x	x	15	-2	10	x
Cn1nnnc1SCCNC(=O)C1CCC(=O)N(Cc2ccccc2F)C1 (stereo not drawn)	4	1	0.2	-1	4	-3	-7	0
CCCN1C(=O)c2cc(C(=O)Nc3ccccc3C)ccc2C1Nc1ccccc1C (stereo not drawn)	25	-1	-0.3	3	x	-1	2	-3
CCN1CCN(CCCOc2ccc(Cl)cc2Br)CC1	-25	2	-0.2	-5	x	x	-7	-3
COc1cccc(NC(=O)N(C)C[C@@H]2OCc3ccccc3-c3c(n(C)c4ccccc34)C(=O)N([C@H](C)CO)C[C@@H]2C)c1	-8	1	-0.8	5	21	51	-33	4
COc1cc(CC(=O)OCC(=O)N(C)C2CCCCC2)cc(OC)c1OC	5	0	-0.1	-2	10	-1	0	-1
Cc1cc(Cl)ccc1NC(=S)NCCc1ccc(S(N)(=O)=O)cc1	21	3	x	-4	x	-1	8	1
C[C@@H]1CN([C@@H](C)CO)C(=O)c2cc(-c3ccccc3F)cnc2O[C@H]1CN(C)C(=O)C1CCOCC1	27	-3	0.1	0	11	-4	4	5
Cc1[nH]n(-c2ccccc2)c(=O)c1CCO	17	3	0.0	-5	x	x	4	4
O=C(CCC1CCCCC1)Nc1nncs1	-7	2	0.0	x	-3	1	13	-7
C[C@H](CO)N1C[C@H](C)[C@H](CN(C)C(=O)Nc2ccccc2F)Oc2cc(-c3cccc(C#N)c3)ccc2S1(=O)=O	1	0	0.0	-4	-69	-2	-10	2
CN(C(=O)c1ccc(OC2CCN(Cc3ccccn3)CC2)cc1)C1CCCCC1	-1	-1	0.2	-4	-1	2	1	-1
CCN(CC)CCNc1ccc(CO)c2sc3ccccc3c(=O)c12	15	4	0.0	0	24	0	5	-4&9
COC(=O)Nc1c(-c2ccccc2)nc2ccc(Cl)cn12	7	-2	0.6	-1	-2	5	x	5
C[C@@H]1CN([C@@H](C)CO)C(=O)c2cc(NC(=O)NC3CCCCC3)ccc2O[C@@H](C)CCCCO[C@@H]1CN(C)Cc1ccc2c(c1)OCO2	-10	3	0.2	5	x	-1	-2	16
CC(C)n1c(N2CCN(S(=O)(=O)c3cccc([N+](=O)[O-])c3)CC2)nc2ccccc21	12	2	0.2	-11	1	-1	7	-1
CC(C)(C)C(=O)Nc1nc2c(s1)COc1ccccc1-2	-9	5	0.2	13	-28	13	x	6
Cc1ccc(-n2c(C)cc(/C=N\NC(=O)CC(=O)NC(C)C)c2C)cc1	-1	-1	0.3	-5	x	x	x	4

High-throughput results (PubChem BioAssay)

Not all compounds are listed, so the mix of outcomes need not match the whole.
